Bioassay records deposited in PubChem BioAssay by PCMD.
FXIa inh mix: FXIa protease inhibitors in compound pools, primary screen, biochemical, 10-compound mixtures | AID 680, 2007 | hit rate 0.19% among 62,000 | purified FXIa, fluorogenic substrate, pooled mixtures | inhibition, % at 5 µM | Coagulation factor XI (Homo sapiens), P03951; in the data active = inhibition above about 20%, passing the limit was not always enough;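 note: each value is inhibition by a whole ten-compound pool holding the compound; 0% = enzyme with no mixture and 100% = wells lacking enzyme; strong numbers were not always called active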
Target sequence (P03951 19-387 limits assumed): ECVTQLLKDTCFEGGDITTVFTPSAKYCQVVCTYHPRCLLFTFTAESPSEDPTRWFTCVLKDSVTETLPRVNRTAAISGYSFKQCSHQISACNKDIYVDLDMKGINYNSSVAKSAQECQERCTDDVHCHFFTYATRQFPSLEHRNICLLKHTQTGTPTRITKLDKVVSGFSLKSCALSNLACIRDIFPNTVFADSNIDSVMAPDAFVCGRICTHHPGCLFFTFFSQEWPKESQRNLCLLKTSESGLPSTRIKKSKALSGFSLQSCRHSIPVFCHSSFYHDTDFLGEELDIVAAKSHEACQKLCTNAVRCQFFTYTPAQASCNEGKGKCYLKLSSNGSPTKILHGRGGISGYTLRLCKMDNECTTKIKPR
Target sequence (P03951 388-625 limits assumed): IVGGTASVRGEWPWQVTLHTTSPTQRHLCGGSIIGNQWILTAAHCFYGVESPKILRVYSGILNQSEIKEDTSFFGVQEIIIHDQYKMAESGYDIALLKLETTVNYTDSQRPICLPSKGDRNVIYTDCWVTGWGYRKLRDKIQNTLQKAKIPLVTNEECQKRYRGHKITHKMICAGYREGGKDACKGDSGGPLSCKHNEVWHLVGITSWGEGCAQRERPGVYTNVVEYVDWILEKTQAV
CatG inh: human cathepsin G inhibitors, primary screen, biochemical, pooled compound mixtures, AMC fluorescence; purified enzyme, AMC-tetrapeptide fluorescence; inhibition, % at 5 µM (by protocol); hit rate 0.2% among 62,000; AID 581, 2007;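 active = inhibition above 20% in each of the two mixture wells holding the compound; inactive = inhibition of 20% or less in either well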;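 note: 0% = enzyme control without mixture and 100% = blank lacking enzyme; strong numbers were not always called active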
Target sequence (P08311 21-244 limits assumed): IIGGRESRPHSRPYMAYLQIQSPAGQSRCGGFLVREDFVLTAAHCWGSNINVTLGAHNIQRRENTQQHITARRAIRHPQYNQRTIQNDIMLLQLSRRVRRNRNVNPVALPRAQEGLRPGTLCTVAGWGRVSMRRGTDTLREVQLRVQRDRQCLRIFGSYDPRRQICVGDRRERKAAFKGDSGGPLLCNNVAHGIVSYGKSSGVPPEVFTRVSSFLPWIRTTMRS
AP complement: alternative complement pathway inhibitors, primary screen, biochemical, ELISA, human serum, orthogonally pooled compounds; LPS-coated ELISA, C3 deposition; tested in compound mixtures; inhibition, % at 5 µM; hit rate 0.08% among 62,000; AID 1235, 2008;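 active = inhibition above 30% in each of the two pooled mixtures holding the compound, so the lower value exceeds 30%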;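 note: 0% = serum in Mg-EGTA without compound and 100% = EDTA serum blank; some compounds past the cut are filed as inactive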
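Test system – human serum alternative complement pathway, C3 deposition on LPS-coated wells · Buffer or medium – diluted human serum in Mg2+-EGTA GVB++ · Compound dosing – 5 µM each compound, pools of ten, 50 µM per pool · Schedule – 1 h serum-compound exposure at 37 °C · Measured by – Anti-C3 ELISA, OD 450 nm · Read-out basis – percent inhibition of C3 deposition onto LPS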
CatB inh: human cathepsin B inhibitors, primary screen, biochemical, fluorogenic substrate; hit rate 0.1% among 63,000; purified cathepsin B, fluorescence; inhibition, %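 (tested at 10 µM)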; P07858; in the data active = inhibition above about 21%;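 note: 0% = enzyme with no compound and 100% = no enzyme blank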
CatS inh: inhibitors of human cathepsin S, biochemical, compound mixtures. hit rate 0.06% among 62,000. P25774. inhibition, %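 (tested at 5 µM per compound within 10-compound mixtures)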. AID 501, 2006. recombinant cathepsin S, AMC dipeptide fluorescence, pooled mixtures; in the data active = inhibition above about 32%, passing the limit was not always enough; inconclusive = no clear call, values can overlap the other calls;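 note: 0% = enzyme without compound and 100% = blank without enzyme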
CatB mix inh: cathepsin B inhibitors from pooled compounds, primary screen, biochemical, compound mixtures, AMC fluorescence | P07858 | Purified cathepsin B, AMC dipeptide fluorescence | inhibition, %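 (ten-compound pools at 5 µM per compound and 50 µM total)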 | hit rate 0.06% among 62,000 | AID 488, 2006; in the data active = inhibition above about 22%, passing the limit was not always enough; inconclusive = no clear call, values can overlap the other calls;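 note: 0% = enzyme without compound and 100% = no enzyme blank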
Ec RNAP inh: E. coli RNAP inhibitors, biochemical; AID 559, 2006; hit rate 0.2% among 62,000; E. coli RNA polymerase, fluorescence transcription assay; DNA-directed RNA polymerase subunit beta (Escherichia coli (strain K12)), P0A8V2; inhibition, %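 (tested at 10 µM)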; in the data active = inhibition above about 20%;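 note: 0% = enzyme without compound and 100% = no enzyme blank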
CatL block: inhibitors of human cathepsin L, biochemical; Procathepsin L (Homo sapiens), P07711; purified cathepsin L, fluorogenic substrate, fluorescence; inhibition, %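 (tested at 10 µM)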; hit rate 0.17% among 58,000; AID 460, 2006; in the data active = inhibition above about 45%;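 note: 0% = enzyme with no compound and 100% = no enzyme blank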
Target sequence (P07711 114-288 limits assumed): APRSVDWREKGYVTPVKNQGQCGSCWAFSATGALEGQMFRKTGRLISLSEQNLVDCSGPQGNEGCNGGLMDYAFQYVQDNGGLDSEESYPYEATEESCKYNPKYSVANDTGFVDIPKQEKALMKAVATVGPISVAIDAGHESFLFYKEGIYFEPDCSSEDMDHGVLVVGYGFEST
Target sequence (P07711 292-333 limits assumed): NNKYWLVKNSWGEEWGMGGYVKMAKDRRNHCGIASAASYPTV
C1s inh: complement C1s protease inhibitors, primary screen, biochemical, 10-compound mixtures; Complement C1s subcomponent (Homo sapiens), P09871; purified C1s, fluorogenic AMC substrate, pooled mixtures; mean inhibition % of two 10-compound mixtures (stronger effect = higher value), % at 5 µM (by protocol); hit rate 0.16% among 62,000;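 active = inhibition above 20% in each of the two 10-compound mixture wells holding the compound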;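 note: 0% = enzyme wells lacking compound mixture and 100% = no-enzyme blank wells; some compounds called inactive have numbers as strong as hits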
* hit, by the source's call; i = inactive; ? = inconclusive; / = no result given. These rows are one share of the data; rates above refer to the full screens.

Sample of the layout (4 entries):
item	Molecule	CatL block	CatB mix inh	Ec RNAP inh	C1s inh	CatB inh
1	CCOc1nc(CC)nc(NC(=O)NS(=O)(=O)c2ccccc2Cl)n1	11	3	5	6	5
2	Cc1cc(-c2nc3c4c5c(sc4[nH]c(=O)n3n2)CCC5)c(C)o1	32	-2	10	13	0
3	CCCN(CCC)S(=O)(=O)c1cccc(C(=O)Nc2ccc3c(c2)OCO3)c1	-6	-1	0	2	2
4	CC1=C(C(=O)N(C)C)C(c2cccc(Cl)c2)NC(=O)N1 (centres undefined)	2	1	2	-36	-1

item	FXIa inh mix	AP complement	CatG inh	CatS inh
1	-2	14	6	0
2	3	3	9	5
3	3	5	11	-4
4	4	9	-5	4

The whole of this part, previewed entries included:
item	Molecule	CatL block	CatB mix inh	Ec RNAP inh	C1s inh	CatB inh
1	CCOc1nc(CC)nc(NC(=O)NS(=O)(=O)c2ccccc2Cl)n1	11	3	5	6	5
2	Cc1cc(-c2nc3c4c5c(sc4[nH]c(=O)n3n2)CCC5)c(C)o1	32	-2	10	13	0
3	CCCN(CCC)S(=O)(=O)c1cccc(C(=O)Nc2ccc3c(c2)OCO3)c1	-6	-1	0	2	2
4	CC1=C(C(=O)N(C)C)C(c2cccc(Cl)c2)NC(=O)N1 (centres undefined)	2	1	2	-36	-1
5	CCOC(=O)C1=C(N)OC2=C(C(=O)CC(C)(C)C2)C1c1ccccc1OCC#N (centres undefined)	30	-2	9	19	0
6	O=C(O)CSCC(=O)NCc1ccccc1	1	0	2	-3	2
7	CCOC(=O)N1CCN(C(=O)CCCN2C(=O)CSc3nc(C)cc(C)c32)CC1	24	2	17	4	0
8	COCCNC(=O)C(c1ccccc1)N(Cc1cccs1)C(=O)Cn1nnc2ccccc21 (centres undefined)	26	0	3	-4	2

item	FXIa inh mix	AP complement	CatG inh	CatS inh
1	-2	14	6	0
2	3	3	9	5
3	3	5	11	-4
4	4	9	-5	4
5	6	-19	45	-7
6	6	7	1	15
7	0	8	8	2
8	9	11	0	21

Remaining list, next part.
item	Molecule	CatL block	CatB mix inh	Ec RNAP inh	C1s inh	CatB inh
9	CCc1ccccc1S(=O)(=O)Cc1ccc(C(=O)N2CCN(c3ccccn3)CC2)o1	/	4	3	2	2
10	Cc1ccccc1Cn1c(=N)n(CC(=O)c2ccco2)c2ccccc21	15	-1	1	15	7
11	O=C(OCc1cc2ccccc2[nH]c1=O)c1ccccc1	30	-7	4	-47	1
12	Cc1cc(C)nc(/N=c2/ssnc2Cl)c1	13	-6	0	-15	3
13	COC(=O)CSc1nnc(-c2cccnc2)n1-c1cc(OC)cc(OC)c1	3	1	8	13	0
14	N#Cc1cc2c(=O)n3ccccc3nc2n(CCN2CCOCC2)c1=O	i	-11	-11	-63	-8
15	CCOC(=O)c1ccccc1NC(=O)CSc1nnc(COc2ccccc2)n1CC	2	3	2	8	1
16	COCCCNC(=O)Cn1nnc(-c2ccc(NC(=O)c3ccc(F)cc3)cc2)n1	/	0	6	11	6

item	FXIa inh mix	AP complement	CatG inh	CatS inh
9	-4	14	4	-2
10	0	0	10	7
11	-8	6	3	2
12	-6	-7	-6	-4
13	5	20	9	7
14	-12	11	-6	-1
15	14	17	9	14
16	9	39	6	-8

Next structures follow:
item	Molecule	CatL block	CatB mix inh	Ec RNAP inh	C1s inh	CatB inh
17	O=C1C2CCCN2C(c2ccccc2)N1c1ccc(F)cc1 (centres undefined)	/	1	-2	4	1
18	COc1cccc(-c2cn3nc(C)c(C)nc3n2)c1	-69	4	5	7	-2
19	COc1cc(OC)cc(C(=O)N2c3ccc(F)cc3CCC2C)c1 (centres undefined)	-7	4	0	9	-1
20	Cc1cc(C)n(C(=O)c2ccc(NC(=O)C3COc4ccccc4O3)cc2)n1 (centres undefined)	5	3	-7	-9	6
21	CCOc1ccc(C2N(c3cc(C)on3)C(=O)C3CCCN32)cc1OC (centres undefined)	7	-10	-4	-74	-5
22	C=CCc1ccc(OCC(O)CN2CCCCC2)c(OC)c1 (centres undefined)	2	4	6	-7	1
23	CCn1c(COc2cccc3cccnc23)nnc1SCC(=O)O	11	4	5	1	1
24	O=S(=O)(Nc1nccs1)c1ccc(NS(=O)(=O)c2cccs2)cc1	14	6	10	7	1

item	FXIa inh mix	AP complement	CatG inh	CatS inh
17	11	10	3	-3
18	12	8	11	9
19	7	14	9	-10
20	5	-8	-12	10
21	6	-12	-12	-1
22	5	0	-2	-7
23	1	14	9	8
24	4	9	10	16

Later entries
item	Molecule	CatL block	CatB mix inh	Ec RNAP inh	C1s inh	CatB inh
25	O=C(NCCCc1ccccc1)c1ccc(Br)o1	10	1	0	5	8
26	CCN1CCn2c3c(c4cc(Cl)ccc42)CCCC31 (centres undefined)	2	2	-2	-1	-2
27	OCCn1c(SC2CCCCC2)nc2ccccc21	0	0	6	10	3
28	Cc1nn(-c2ccccc2)c(Cl)c1C(=O)Nc1nnc(C2CCCC2)s1	6	3	5	18	2
29	CN(c1ccccc1)S(=O)(=O)c1ccc(C(=O)Nc2nnc(-c3ccc(F)cc3)o2)cc1	/	4	2	48	5
30	CCn1c(Cn2nnc(-c3ccccc3)n2)nnc1SCc1ccc(Cl)c(Cl)c1	19	3	9	-6	2
31	O=C(Nc1ccc2oc(-c3ccccc3Cl)nc2c1)c1cncc(Br)c1	-5	2	7	-9	0
32	O=C(OCc1nnc(-c2ccccc2)o1)C1=COCCO1	3	3	8	5	3

item	FXIa inh mix	AP complement	CatG inh	CatS inh
25	0	4	6	-6
26	1	3	4	-2
27	7	7	7	-7
28	-2	29	12	-2
29	4	6	12	0
30	-2	6	0	3
31	5	7	0	-4
32	-1	-6	1	8

Whole records, quoted from the list.
Entry for O=C(Nc1ccc2oc(-c3ccccc3Cl)nc2c1)c1cncc(Br)c1 : CatL block: -5; CatB mix inh: 2; Ec RNAP inh: 7; C1s inh: -9; CatB inh: 0; FXIa inh mix: 5; AP complement: 7; CatG inh: 0; CatS inh: -4
Entry for CCn1c(Cn2nnc(-c3ccccc3)n2)nnc1SCc1ccc(Cl)c(Cl)c1 : CatL block: 19; CatB mix inh: 3; Ec RNAP inh: 9; C1s inh: -6; CatB inh: 2; FXIa inh mix: -2; AP complement: 6; CatG inh: 0; CatS inh: 3

Additional compounds.
item	Molecule	CatL block	CatB mix inh	Ec RNAP inh	C1s inh	CatB inh
33	Cc1cccc2cc(C#N)c(NCCCn3ccnc3)nc12	-30	2	6	-4	0
34	CC1Cc2ccccc2N1C(=O)c1cnc2ccccn2c1=O (centres undefined)	-1	4	4	-6	-2
35	Cc1cc(C)c2c(CC(=O)O)coc2c1	20	-6	10	-41	2
36	O=C(CN1CCC(O)(c2ccccc2F)CC1)NCCc1c[nH]c2ccccc12	14	-1	4	0	-1
37	O=C(c1ccc(S(=O)(=O)N2CCCCC2)cc1)N1CCCc2ccccc21	31	2	3	7	1
38	CC1CN(c2nc3ccccc3nc2C(C#N)C(=O)OC2CCCCC2)CC(C)O1 (centres undefined)	-3	6	3	5	1
39	Clc1cc(Cl)c(OCc2nc(-c3ccccn3)no2)cc1Cl	9	0	2	2	4
40	COCCn1c(SCC(=O)N2CCCCC2)nc2ccccc2c1=O	2	1	3	-14	-3

item	FXIa inh mix	AP complement	CatG inh	CatS inh
33	-1	10	0	-5
34	-1	8	-1	?
35	-6	-2	-2	-3
36	16	-6	48	-1
37	4	8	7	0
38	9	11	2	-1
39	-2	1	-4	-5
40	4	3	2	17

Continuation:
item	Molecule	CatL block	CatB mix inh	Ec RNAP inh	C1s inh	CatB inh
41	Nc1nc(SCc2ccc3c(c2)OCCO3)n[nH]1	10	-6	-1	-38	-3
42	CCOC(=O)N1CCN(C(=O)Nc2ccccc2Cl)CC1	8	4	8	-92	-1
43	CN1CCN(c2ccc(Cl)cc2NC(=O)c2ccc(S(=O)(=O)N3CCCCCC3)cc2)CC1	-4	-1	-3	-6	1
44	Cc1nc2c(sc3nc4c(cc32)COC(C)(C)C4)c(=O)n1CC(=O)NCc1ccco1	/	3	2	-7	1
45	CSc1ncc(C(=O)O)n1-c1ccc(F)cc1	-2	3	6	-28	-4
46	COc1ccc(NC(=O)CN2CCN(CC(=O)Nc3ccc(OC)c(OC)c3)CC2)cc1	0	5	3	-1	4
47	COc1ccc(OC)c(N(CC(=O)Nc2ccc3c(c2)OCCO3)S(C)(=O)=O)c1	0	7	4	-4	-3
48	CC1COC2C(O1)N(S(C)(=O)=O)CCN2S(C)(=O)=O (centres undefined)	-1	18	6	-14	3

item	FXIa inh mix	AP complement	CatG inh	CatS inh
41	-5	16	-2	7
42	-1	8	-8	5
43	2	6	-7	-2
44	7	2	-2	23
45	2	5	-8	11
46	3	24	8	3
47	1	20	-2	6
48	2	-9	-3	10

(further entries)
item	Molecule	CatL block	CatB mix inh	Ec RNAP inh	C1s inh	CatB inh
49	COc1ccc2nc(SCc3nc(N)nc(Nc4ccccc4)n3)[nH]c2c1	2	-2	5	1	-4
50	O=C(Nc1ccc2c(c1)CCC2)c1cnccn1	0	0	3	6	0
51	CCN(CC)CCOc1ccc(Br)cc1	24	1	12	7	/
52	C=C(C)c1cccc(C(C)(C)NC(=O)N2CCN(CC)CC2)c1	5	-1	7	-84	3
53	CCOC(=O)CSc1nnc(Cc2cc(=O)[nH]c(=O)[nH]2)n1-c1ccc(Cl)cc1	/	0	-2	25	1
54	O=C(NC1CCCCC1)C(c1cccs1)N(Cc1cccs1)C(=O)c1ccco1 (centres undefined)	25	1	11	11	3
55	Cc1ccc2c(c1)c1c3n2CC(=C2C(=O)OC(C)(C)OC2=O)NC3CCC1 (centres undefined)	-4	-8	6	2	3
56	O=C(O)C1C2C=CC3(CN(CC(O)COc4ccccc4)C(=O)C13)O2 (centres undefined)	-9	1	-3	3	5

item	FXIa inh mix	AP complement	CatG inh	CatS inh
49	1	-4	3	9
50	3	17	11	-4
51	6	-3	11	1
52	-15	8	-10	-12
53	6	2	-7	-7
54	6	4	9	4
55	-2	7	11	-6
56	1	16	5	-4

The list goes on.
item	Molecule	CatL block	CatB mix inh	Ec RNAP inh	C1s inh	CatB inh
57	COc1cc2c(cc1OC)-c1cc(NCc3ccccn3)nc(=O)n1CC2	-20	1	9	-15	2
58	CC(C)NC(=O)C1(O)c2ccccc2NC(=O)N1c1ccc(Cl)c(Cl)c1 (centres undefined)	1	2	2	-19	11
59	O=C(c1ccc(S(=O)(=O)NCC2CCCO2)cc1)N1CCc2ccccc21 (centres undefined)	0	0	10	-37	0
60	Cc1ccc(OCc2nnc(SCC(=O)CC(=O)Nc3ccccc3)o2)cc1	1	35	-5	-4	0
61	Cc1ccc(-c2noc(CCC(=O)N3CCCC3)n2)cc1	-6	-2	-7	-23	1
62	COCc1cc(C2C(C(=O)c3ccco3)=C(O)C(=O)N2CCOCCO)ccc1O (centres undefined)	-4	7	10	4	2
63	CN1CCN(CCc2nc3cc(NC(=O)COc4ccccc4)ccc3n2C)CC1	39	1	7	-6	14

item	FXIa inh mix	AP complement	CatG inh	CatS inh
57	2	2	5	6
58	-3	2	4	-4
59	-2	-7	7	4
60	11	17	-1	16
61	6	-1	-5	-1
62	9	11	1	-1
63	1	-30	-12	12
